Bioassay records (PubChem)
Rab2A wt mod – changes GTP binding to wildtype dog Rab2A, up or down. 190,000 tested, 0.19% active. GST-Rab2 wt beads, Bodipy-GTP binding, flow cytometry. GTP binding activity, % at 10 µM. P61105. AID 760;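 active = GTP binding activity at least 20 points away from 100%, either lowered or raised; inconclusive = signal likely due to the compound's own green fluorescence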;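 note: 0% = beads with excess unlabeled GTP and 100% = no-compound control corrected for plate trend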
HRas wt GTP – modulators of GTP binding to human HRas wildtype. 190,000 tested, 0.14% active. P01112. GST-Ras wt beads, Bodipy-FL-GTP binding, flow cytometry; actives lie on both sides. GTP binding activity, % at 10 µM;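 active = GTP binding activity at least 20% away from the 100% baseline, either lowered as inhibitor or raised as activator; inconclusive = flagged as likely green fluorescent, judged across all proteins in the well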;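 note: 0% = unlabeled GTP competition control and 100% = no-compound control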
Target sequence (P01112 whole entry, looked up): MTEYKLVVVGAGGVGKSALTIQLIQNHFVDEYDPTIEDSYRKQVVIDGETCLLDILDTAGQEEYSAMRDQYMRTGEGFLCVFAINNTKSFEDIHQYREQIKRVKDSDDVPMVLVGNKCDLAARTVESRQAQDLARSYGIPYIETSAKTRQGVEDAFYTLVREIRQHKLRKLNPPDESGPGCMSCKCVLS
Avidin bead fluor – compound fluoresces at 488/530 nm on avidin beads. compound fluorescence 488/530 nm, flow cytometry; active compounds read high. fluorescence (KMESF) at 10 µM. 220,000 tested, 0.38% active; in the data active = fluorescence above about 47; note: inactives centre near 10
Cdc42 wt GTP – changes GTP binding to wildtype human Cdc42; GST-Cdc42 beads, Bodipy-GTP binding, flow cytometry; actives lie on both sides; percent activity (GTP binding), % at 10 µM; 190,000 tested, 0.2% active;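 active = percent activity GTP binding at least 20 points away from the 100% baseline, either down as inhibitor or up as activator; inconclusive = compound flagged as likely green fluorescent from well-wide comparison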;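 note: median bead fluorescence of bound Bodipy-FL-GTP at 100 nM; 0% = excess unlabeled GTP control and 100% = no compound control; below 100% means less GTP binding so inhibitor and above means activator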
Target sequence (P60953 whole entry, looked up): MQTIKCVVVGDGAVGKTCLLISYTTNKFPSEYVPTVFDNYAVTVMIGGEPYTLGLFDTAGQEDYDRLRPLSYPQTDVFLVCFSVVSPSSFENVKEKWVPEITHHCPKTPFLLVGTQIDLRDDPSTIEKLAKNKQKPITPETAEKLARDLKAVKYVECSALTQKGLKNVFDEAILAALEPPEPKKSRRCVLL
Mcl1-Noxa inh – disrupts binding of human Mcl-1 to Noxa peptide. TR-FRET Mcl-1/Noxa peptide binding, 2 h. Q07820. inhibition, % at 21.7 µM. 220,000 tested, 1.5% active;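 active = compounds that cut the protein-peptide binding signal by more than 50% relative to plate controls in a single-dose test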;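 note: His-tagged Mcl-1 with rhodamine Noxa BH3 peptide and terbium anti-His antibody; 0% = Mcl-1 plus Noxa peptide wells and 100% = peptide-only wells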
Target sequence (Q07820 whole entry, looked up): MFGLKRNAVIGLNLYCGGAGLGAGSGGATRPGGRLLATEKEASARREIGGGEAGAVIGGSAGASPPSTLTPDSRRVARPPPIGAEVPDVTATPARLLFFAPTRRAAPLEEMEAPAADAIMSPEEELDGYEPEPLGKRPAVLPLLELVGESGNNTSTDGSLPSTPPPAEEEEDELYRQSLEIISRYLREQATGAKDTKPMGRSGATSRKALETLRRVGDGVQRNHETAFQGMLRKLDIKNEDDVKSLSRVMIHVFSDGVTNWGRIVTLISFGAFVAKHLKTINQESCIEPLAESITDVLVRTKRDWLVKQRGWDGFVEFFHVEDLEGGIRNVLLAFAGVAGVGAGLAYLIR
Rab7 wt modul – modulators of GTP binding to dog Rab7 wildtype GTPase | GST-Rab7 beads, fluorescent GTP binding, flow cytometry; actives lie on both sides; untreated = 100%, excess cold GTP = 0% | GTP binding activity (percent of control), % at 10 µM | 190,000 tested, 0.055% active | AID 758;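 active = fluorescent GTP binding to Rab7 beads changed by at least 20 points from the 100% baseline, either direction, mostly lower; inconclusive = compound itself probably fluorescent, or too few beads counted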;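 note: median green fluorescence of bound Bodipy-FL-GTP per Rab7 bead population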
Mcl1 Bid PPI – disrupts binding of human Mcl-1 to Bid peptide | 220,000 tested, 0.97% active | Q07820 | TR-FRET Mcl-1/Bid-Dy647 peptide binding, 1536-well | inhibition, % at 21.7 µM | AID 1021;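 active = compounds that cut the binding signal by more than half at the single screening dose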;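 note: His-tagged Mcl-1 with europium anti-His antibody binding Bid BH3 peptide; 0% = Mcl-1 plus peptide wells and 100% = peptide-only wells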
Rac1 act GTP bind – modulators of GTP binding to human Rac1 activated mutant; P63000; GST-Rac1 activated beads, fluorescent GTP binding, flow cytometry; actives lie on both sides; 100% means binding = to untreated wells; percent activity (GTP binding), % at 10 µM; 190,000 tested, 0.11% active; AID 764;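 active = GTP binding at least 20 percentage points away from the 100% baseline, in either direction, so actives lie on both sides; inconclusive = Compound likely fluorescent itself, or too few beads counted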
Pf gametocyte – inhibitors of late stage P. falciparum gametocyte viability; AID 743093; inhibition, % at 10.9 µM; 150,000 tested, 0.065% active; P. falciparum stage V gametocytes, ATP luminescence, 24 h;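 active = inhibition above the mean plus 3 SD of compounds within the control limits, set per campaign, cut at about 38% in these data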;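 note: 0% = DMSO wells and 100% = medium only without gametocytes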
Mcl-1 Bim block – disrupts Bim peptide binding to human Mcl-1 | Q07820 | Bead-based flow cytometry, Bim peptide-Mcl-1 binding | inhibition, % at 10 µM | 190,000 tested, 0.1% active; in the data active = inhibition above about 40%;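 note: 0% = no compound tracer wells and 100% = peptide blocker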
Rac1 wt modul – human Rac1 wildtype GTP binding, inhibitors and activators; P63000; GTP binding activity (% of control), % at 10 µM; AID 757; 190,000 tested, 0.27% active; GST-Rac1 beads, fluorescent GTP binding, flow cytometry; actives lie on both sides; 0 = cold GTP competed, 100 = untreated;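 active = GTP binding activity at least 20 points away from the 100% control level, either lower or higher; inconclusive = compound flagged as likely green fluorescent, judged across all proteins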
* marks the source's active call; other numbers are inactive results; ? = inconclusive; · = no result given.

SMILES	Rab2A wt mod	HRas wt GTP	Avidin bead fluor	Cdc42 wt GTP	Mcl1-Noxa inh	Rab7 wt modul	Mcl1 Bid PPI	Rac1 act GTP bind	Pf gametocyte	Mcl-1 Bim block	Rac1 wt modul
CN(C)S(=O)(=O)Oc1ccc(C(=O)Nc2cccc(C(F)(F)F)c2)cc1	97	97	11	90	6	101	-4	96	-23	1	100
CC(/C=N/n1c(COc2ccccc2)n[nH]c1=S)=C\c1ccccc1	92	96	10	95	·	91	-42	91	10	-3	89
C=C(C)Cn1c(NCCOC)nc2c1c(=O)[nH]c(=O)n2C	104	101	33	103	23	103	-22	99	-1	-6	108
CCN(CC)S(=O)(=O)c1ccc(NCC2COc3ccccc3O2)c([N+](=O)[O-])c1 (configuration not stated)	101	105	12	103	-5	104	-22	101	·	-5	106
COc1ccc(C2(C(=O)Nc3nncs3)CCCC2)cc1	102	101	17	101	-1	101	-26	98	·	-5	103
N#Cc1ccc(NC(=O)Cn2c3[n+](c4ccc(C(F)(F)F)cc42)CCCCC3)cc1	100	97	7	98	3	98	-21	98	·	2	99
COc1ccccc1-n1c(CNc2ccc(F)cc2)nnc1SCC(=O)Nc1cc(C)on1	103	103	21	100	13	103	-21	98	·	-2	105
CCOc1ccc(NC(=S)/C(=C(\[O-])c2ccc(C)c([N+](=O)[O-])c2)[n+]2ccccc2)cc1	99	100	7	99	0	97	-6	99	·	-6	105
CSc1ccccc1NC(=O)Nc1ccc(Cl)cc1	97	98	17	98	-3	97	4	97	·	0	96
O=C(/C=C/c1ccccc1)CC(O)(c1ccccc1)C(F)(F)F (configuration not stated)	106	103	11	102	-2	106	20	99	·	1	103
CC1=C(C(=O)O)N2C(=O)C(NC(=O)c3nn(C)c(C)c3Cl)C2SC1 (configuration not stated)	95	94	7	97	25	96	-31	96	-12	-3	96
Cc1cc(C(=O)CSc2n[nH]c(N)n2)c(C)n1-c1ccccc1	103	102	12	102	17	105	-39	101	·	4	103
O=c1c2c(nc3cc(-c4ccc(Br)cc4)[nH]n13)CCCC2	?	?	10	?	17	?	-6	?	·	1	?
Cc1ccccc1OCc1nnc(SCC(=O)NCc2ccco2)n1C	102	101	9	99	8	107	-5	99	·	3	102
N#Cc1cnc(SCCc2ccccc2)nc1N	100	99	11	98	6	101	-6	97	·	-4	102
CC(=Nc1ccc(C)c(C)c1)C1=C(O)CSC1=O	96	98	6	97	-6	98	-14	95	-13	-3	100
CCCCn1c(SCC(=O)NCc2ccco2)nc2ccccc2c1=O	103	102	13	103	5	101	0	99	·	0	103
COC(=O)[C@H](C(C)C)n1c(C)c(C(C)=O)c(C(C)=O)c1C	103	104	3	104	16	101	-6	96	10	-3	103
CS(=O)(=O)N(CC(=O)N1CCN(c2ccccc2)CC1)C1CCCCC1	97	97	14	97	20	99	-17	95	·	0	95
C/C(CC(=O)NC1CCCCC1)=N\NC(=O)Cc1ccc(-c2ccccc2)cc1	94	92	12	90	10	91	-8	91	9	-1	85
Cc1cc(C)c(NC(=O)CS(=O)CC(=O)Nc2cccnc2)c(C)c1 (configuration not stated)	100	102	21	101	-1	98	-12	98	·	-1	101
O=C(O)CCCC(=O)N1CCN(C(c2ccccc2)c2ccccc2)CC1	97	95	12	97	2	91	11	98	7	-3	96
O=C(CCC1CC(=O)Nc2ccccc21)NCc1cccnc1 (configuration not stated)	99	98	6	98	3	98	-10	96	·	-2	100
OCCN1CCOCCOCCN(CCO)CCN(CCO)CC1	105	105	12	105	-55	102	-89	100	·	0	103
O=C(CSc1nc2c(sc3ccccc32)c(=O)n1-c1ccccc1)NCc1ccco1	94	98	10	96	-1	97	-65	97	6	-3	104
CN(C)S(=O)(=O)c1cc(NC(=O)c2cc(=O)[nH]c3ccccc23)ccc1Cl	97	97	12	99	-2	106	-20	94	·	-2	97
Cc1cc(C)n(CC(=O)c2ccc(Cl)cc2)n1	99	99	10	95	1	101	-8	95	-13	-2	97
O=C(CCCN1C(=O)c2ccccc2C1=O)N1CCN(c2ccccn2)CC1	97	99	9	99	-13	95	-22	96	·	-2	97
O=C(NCCCN1CCOCC1)c1ccc(CSCc2cccc(Cl)c2)o1	101	99	13	100	-4	102	-14	97	6	-2	103
Cc1cccc(NC(=O)C2CCCN2/C=C/C(=O)C(F)(F)F)c1C (configuration not stated)	100	97	11	101	14	100	-44	99	·	-3	101

Laid out differently: four of the compounds above.
C/C(CC(=O)NC1CCCCC1)=N\NC(=O)Cc1ccc(-c2ccccc2)cc1
- Rab2A wt mod: 94
- HRas wt GTP: 92
- Avidin bead fluor: 12
- Cdc42 wt GTP: 90
- Mcl1-Noxa inh: 10
- Rab7 wt modul: 91
- Mcl1 Bid PPI: -8
- Rac1 act GTP bind: 91
- Pf gametocyte: 9
- Mcl-1 Bim block: -1
- Rac1 wt modul: 85
Cc1cc(C)c(NC(=O)CS(=O)CC(=O)Nc2cccnc2)c(C)c1 (configuration not stated)
- Rab2A wt mod: 100
- HRas wt GTP: 102
- Avidin bead fluor: 21
- Cdc42 wt GTP: 101
- Mcl1-Noxa inh: -1
- Rab7 wt modul: 98
- Mcl1 Bid PPI: -12
- Rac1 act GTP bind: 98
- Pf gametocyte: ·
- Mcl-1 Bim block: -1
- Rac1 wt modul: 101
O=C(O)CCCC(=O)N1CCN(C(c2ccccc2)c2ccccc2)CC1
- Rab2A wt mod: 97
- HRas wt GTP: 95
- Avidin bead fluor: 12
- Cdc42 wt GTP: 97
- Mcl1-Noxa inh: 2
- Rab7 wt modul: 91
- Mcl1 Bid PPI: 11
- Rac1 act GTP bind: 98
- Pf gametocyte: 7
- Mcl-1 Bim block: -3
- Rac1 wt modul: 96
O=C(CCC1CC(=O)Nc2ccccc21)NCc1cccnc1 (configuration not stated)
- Rab2A wt mod: 99
- HRas wt GTP: 98
- Avidin bead fluor: 6
- Cdc42 wt GTP: 98
- Mcl1-Noxa inh: 3
- Rab7 wt modul: 98
- Mcl1 Bid PPI: -10
- Rac1 act GTP bind: 96
- Pf gametocyte: ·
- Mcl-1 Bim block: -2
- Rac1 wt modul: 100

An excerpt from above in order of their number in Rab2A wt mod, falling:
mol	Rab2A wt mod
Cc1cccc(NC(=O)C2CCCN2/C=C/C(=O)C(F)(F)F)c1C (configuration not stated)	100
O=C(CCC1CC(=O)Nc2ccccc21)NCc1cccnc1 (configuration not stated)	99
O=C(CCCN1C(=O)c2ccccc2C1=O)N1CCN(c2ccccn2)CC1	97

(list continues)
SMILES	Rab2A wt mod	HRas wt GTP	Avidin bead fluor	Cdc42 wt GTP	Mcl1-Noxa inh	Rab7 wt modul	Mcl1 Bid PPI	Rac1 act GTP bind	Pf gametocyte	Mcl-1 Bim block	Rac1 wt modul
Cc1ccc(CSc2nc3c(c(=O)[nH]2)CCC3)cc1	95	97	6	102	-3	92	-30	95	1	2	97
CCn1nc(C)c(CNC(=O)Nc2ccc3c(c2)OCO3)c1C	93	91	12	96	5	90	-49	93	-8	0	94
CC(C)(C)NC(=O)c1ccc2nsnc2c1	?	?	14	?	2	?	2	?	·	-4	?
O=C(Nc1ccon1)c1ccc(OC2CCCC2)cc1	100	100	1	98	17	101	-2	100	-6	-1	103
COCCN(C(=S)Nc1cc(C)cc(C)c1)C(C)c1ccco1 (configuration not stated)	102	99	6	99	-4	106	-37	94	0	0	98
COC(=O)C1CCN(c2cc(=O)n(Cc3ccc(F)cc3)c(=O)[nH]2)CC1	94	96	20	95	4	93	-28	90	8	-3	96
COc1cc(/C=N/NC(=O)c2cccnc2)ccc1OS(=O)(=O)c1ccc(C)cc1	97	101	3	97	7	100	-27	100	15	-29	103
COc1cc(/C=N/NC(=O)c2ccncc2)ccc1OCCN1CCCCC1	98	100	3	99	21	99	-35	102	4	-8	105
COC(=O)c1c(C)[nH]c(C(=O)CSc2ncnc3sc(-c4ccccc4)cc23)c1C	99	101	13	100	25	101	-4	101	5	-4	103
Cc1cc(C)cc(OC(=O)CCN2C(=O)c3ccccc3C2=O)c1	99	98	5	95	15	99	7	97	25	-2	104
CCN(Cc1cnn(C)c1)C(=O)CC1C(=O)NCCN1Cc1cccc(OC)c1OC (configuration not stated)	100	97	4	96	9	102	-38	95	3	-3	98
CCCCn1c(C(C)NC(=O)c2cccs2)nc2ccccc21 (configuration not stated)	100	102	16	100	3	98	3	99	·	-1	100
Cn1c(=O)cc(SCC(=O)N2CCOCC2)c2ccc(Cl)cc21	99	98	23	101	-12	95	-6	99	·	-3	100
C=CCO/N=C/C1C(=O)CC(C)(C)CC1=O	100	97	14	102	23	102	-49	101	-15	-1	107
COc1cc2cc(CN(Cc3cccnc3)C(=O)Nc3ccccc3)c(=O)[nH]c2cc1OC	96	94	12	97	3	99	-24	92	·	1	93
CCCC1(CCC)NC(=O)N(CC(=O)Nc2ccccc2OC)C1=O	101	102	14	102	14	99	-12	96	-65	0	108
Nc1ccc2nc[nH]c2c1	96	96	27	96	45	101	14	96	-11	0	99
O=C(NC1CCCC1)c1cc2c(ccc3ccccc32)o1	97	96	5	95	-16	95	-18	96	8	-1	96
Cc1ccc(N2CCOCC2)c2c1C(=O)c1ccccc1C2=O	96	96	14	97	21	96	-17	98	10	-3	96
c1ccc2c(c1)nc(N1CCOCC1)c1nnnn12	101	101	6	101	16	101	-28	101	·	-1	104
COCCNC(=S)NC1CC2CCCC(C1)N2Cc1ccco1 (configuration not stated)	103	100	8	103	8	102	-79	102	·	0	101
CCCS(=O)(=O)N1CCN(Cc2ccccc2OCC)CC1	96	96	35	95	3	95	41	99	·	0	98
O=C(CSc1nc2ccccc2c(=O)n1Cc1ccco1)N1CCCC1	98	100	11	97	-2	106	-14	97	·	0	99
CCCc1[nH]nc2c1C(c1ccc(O)cc1OCC)C(C#N)=C(N)O2 (configuration not stated)	106	104	10	106	14	105	-39	103	-5	-1	108
